Screens from PubChem.
TRPV1 agonist – HTS Assay for Compounds that Act as Agonists of the Vanilloid Receptor 1 | activation, % at 8.33 µM | hit rate 0.19% among 320,000 | AID 540275, 2011 | Transient receptor potential cation channel subfamily V member 1 (Homo sapiens), Q8NER1 | TRPV1-expressing cells, Fluo-8 calcium influx, agonist mode; in the data active = activation above about 80%; inconclusive = between about 30% and that limit; note: 0% is about no effect
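Cells expressing TRPV1 were dye-loaded with Fluo-8 and read kinetically: 10 s baseline, 3 min after compound (agonist portion), then 2 min after EC20 capsaicin (allosteric enhancer portion). Calcium-bound dye fluorescence at 480/520 nm.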
Gal4-VP16 FLuc – VP16 counterscreen qHTS for inhibitors of ROR gamma transcriptional activity | Potency, µM (highest dose often 53.6 µM), for inactives: at the highest dose activity, negative = inhibition, usual class: inhibitors | hit rate 3.5% among 310,000 | Drosophila S2 Gal4-VP16 UAS-luciferase, luminescence, 20 h | AID 2546, 2010;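 note: Gal4-VP16 expression switched on by copper sulfate through the metallothionein promoter; potency is the fitted concentration of half-maximal effect; % is set by controls: 0 for no effect and ±100 for the full control effect; nearly all actives have a fitted effect of over 50% in size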
Tb PFK inh – qHTS Assay to Find Inhibitors of T. brucei phosphofructokinase. ATP-dependent 6-phosphofructokinase (Trypanosoma brucei brucei), O15648. T. brucei PFK, ADP-Glo luminescence. Potency, µM (series often up to 57.5 µM), for inactives: at the top dose activity, negative = inhibition, actives largely listed as inhibitors. hit rate 0.17% among 330,000. AID 485367, 2010;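 note: potency is the fitted concentration of half-maximal effect; 0% = uninhibited 1x PFK enzyme wells and -100% = no-enzyme wells; nearly all actives have a fitted effect of over 60% in size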
Target sequence (O15648 whole entry, looked up): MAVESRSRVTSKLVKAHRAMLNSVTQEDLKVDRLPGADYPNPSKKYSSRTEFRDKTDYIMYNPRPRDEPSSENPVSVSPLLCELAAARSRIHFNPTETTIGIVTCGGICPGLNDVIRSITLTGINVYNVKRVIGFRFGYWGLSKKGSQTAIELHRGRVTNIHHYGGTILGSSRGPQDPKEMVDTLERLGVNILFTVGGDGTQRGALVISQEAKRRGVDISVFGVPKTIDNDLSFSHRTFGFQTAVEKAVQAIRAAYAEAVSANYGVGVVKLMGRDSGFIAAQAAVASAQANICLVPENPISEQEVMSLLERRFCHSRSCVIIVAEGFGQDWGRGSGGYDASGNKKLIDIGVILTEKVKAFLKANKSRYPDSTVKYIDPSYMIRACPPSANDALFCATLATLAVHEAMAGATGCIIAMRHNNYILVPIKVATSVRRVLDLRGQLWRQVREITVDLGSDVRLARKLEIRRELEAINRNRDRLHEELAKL
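PFK 1.25 nM, F6P 0.5 mM, ATP 0.1 mM, 0.1 M TEA pH 8.0, 5 mM MgCl2, 0.01% Tween20, 0.1% BSA; 45 min RT. ADP-Glo readout. qHTS titration up to 57 uM; curves fitted, compounds curve-classed.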
NPC1 promoter act – qHTS Assay for NPC1 Promoter Activators | Potency, µM (series often up to 9.22 µM), inactives show top-dose activation, most hits filed as activators | hit rate 2.4% among 320,000 | Huh7 NPC1 promoter luciferase reporter, 24 h;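 note: potency is the fitted concentration of half-maximal effect; % of control where 0% means no effect; nearly all actives have a fitted effect of over 60% in size; reporter is driven by a mutant NPC1 promoter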
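Stable NPC1-promoter luciferase Huh7 line; cpd (DMSO) 24 h, 37 °C, 5% CO2; Amplite luciferase reagent 10 min RT; luminescence readout. qHTS format.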
ELG1 repair inh – qHTS screen for small molecules that inhibit ELG1-dependent DNA repair in human embryonic kidney (HEK293T) cells expressing luciferase-tagged ELG1; Potency, µM (top dose mostly 46.1 µM), without a hit: at the highest dose activity change, negative = inhibition, most hits filed as inhibitors; HEK293T ELG1-luciferase reporter, luminescence, 16 h; DNA damage induced by 5-fluorouridine; hit rate 2.3% among 330,000; note: potency is the fitted concentration of half-maximal effect; % is set by controls: 0 for no effect and ±100 for the full control effect; nearly all actives have a fitted effect of over 55% in size
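Reporter activity after DNA damage by 5-fluorouridine is monitored. Compound-treated cells incubate 16 hr at 37 °C, then ONE-Glo is added for 30 min before luminescence reading.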
p53 reactivation – qHTS assay for re-activators of p53 using a Luc reporter. AID 504706, 2011. H1299 p53-A138V BP100-luciferase reporter, luminescence, 24 h. hit rate 0.063% among 320,000. Potency, µM (doses to about 92.2 µM), for inactives: top-dose activity change, positive = activation, most hits filed as activators; note: potency is the fitted concentration of half-maximal effect; % of control where 0% means no effect; nearly all actives have a fitted effect of over 45% in size
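p53-null H1299 cells stably carrying temperature-sensitive p53-A138V and a BP100-luciferase reporter were pinned with compounds (4-point, 1:5 series) and held 24 hrs at 37 deg C. Luminescence was read 10 min after detection reagent.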
FLuc modulator – qHTS profiling assay for firefly luciferase inhibitor/activator using purifed enzyme and Km concentrations of substrates (counterscreen for miR-21 project). purified FLuc, Km substrates, luminescence inhibition. Potency, µM (doses to about 57.5 µM), inactives show at the highest dose activity change, negative = inhibition, actives largely listed as inhibitors. hit rate 6.9% among 360,000. AID 588342, 2011;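 note: potency is the fitted concentration of half-maximal effect; plate controls were vehicle for no effect and reference inhibitor for full effect; nearly all actives have a fitted effect of over 55% in size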
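Biochemical qHTS of compounds, final roughly 60 µM downward over six points, against 10 nM purified firefly luciferase using Km concentrations of substrates (10 uM D-luciferin, 10 uM ATP) in Tris acetate pH 7.5 buffer; luminescence output.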
BRCA1 expr act – qHTS Assay to Identify Small Molecule Activators of BRCA1 Expression | AID 624202, 2012 | Potency, µM (titrated, usually from 46.1 µM), for the others: top-dose activation, usual class: activators | hit rate 1.1% among 380,000 | MCF7-BRCA1-FFLuc reporter, luminescence, 48 h; response scale: scaled: vehicle 0%, 10 µM genistein 100%; note: potency is the fitted concentration of half-maximal effect; nearly all actives have a fitted effect of over 80% in size; some results filed as inactive show a strong effect at the top dose
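MCF7-BRCA1-FFLuc cells, 2000/well in phenol-red-free MEM, attached 2 h then treated 48 h at 37 C. Luciferase luminescence read 15 min after reagent; normalized to genistein maximum activation (10microM) and DMSO, concentration-response fitted.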
ELG1 genotoxic – qHTS screen for small molecules that induce genotoxicity in human embryonic kidney (HEK293T) cells expressing luciferase-tagged ELG1 | HEK293T ELG1-luciferase reporter, luminescence, 16 h | Potency, µM (highest dose often 46 µM), for inactives: at the top dose activity change, positive = activation, usual class: activators | hit rate 1.3% among 330,000; note: potency is the fitted concentration of half-maximal effect; % of control where 0% means no effect; nearly all actives have a fitted effect of over 60% in size
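Step 1: seed 2,000 HEK293T ELG1-luciferase cells per well. Step 2: add compound or DMSO, incubate 16 hr at 37 °C. Step 3: ONE-Glo, 30 min at room temperature, read luminescence.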
RORgamma inh – qHTS for inhibitors of ROR gamma transcriptional activity; Potency, µM (doses to about 53.6 µM), for the others: at the highest dose activity change, negative = inhibition, usual class: inhibitors; hit rate 5.4% among 310,000; AID 2551, 2010; Drosophila S2 Gal4-RORgamma UAS-luciferase reporter, 20 h; Nuclear receptor ROR-gamma (Mus musculus), P51450; note: potency is the fitted concentration of half-maximal effect; % is set by controls: 0 for no effect and ±100 for the full control effect; nearly all actives have a fitted effect of over 60% in size
Target sequence (P51450 whole entry, looked up, the tested form may be a part): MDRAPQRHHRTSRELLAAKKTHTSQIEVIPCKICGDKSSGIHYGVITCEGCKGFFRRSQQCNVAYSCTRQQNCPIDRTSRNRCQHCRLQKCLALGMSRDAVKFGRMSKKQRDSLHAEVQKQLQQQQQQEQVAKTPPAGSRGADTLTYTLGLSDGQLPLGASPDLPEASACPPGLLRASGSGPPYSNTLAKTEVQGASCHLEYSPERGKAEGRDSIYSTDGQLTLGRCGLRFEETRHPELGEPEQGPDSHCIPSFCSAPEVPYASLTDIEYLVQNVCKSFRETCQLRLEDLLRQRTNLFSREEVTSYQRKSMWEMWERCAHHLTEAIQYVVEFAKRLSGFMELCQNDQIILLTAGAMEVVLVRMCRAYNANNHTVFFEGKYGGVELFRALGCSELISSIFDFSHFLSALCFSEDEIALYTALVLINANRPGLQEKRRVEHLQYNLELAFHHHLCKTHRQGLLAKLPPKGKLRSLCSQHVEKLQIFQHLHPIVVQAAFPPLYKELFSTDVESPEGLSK
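Drosophila Schneider cells stably carrying a metallothionein-driven Gal4 DBD–ROR gamma fusion and a UAS-Photinus luciferase reporter were exposed to compound for 1 hr, then induced with copper sulfate (700 uM final) for 20 hr at ambient temperature before luminescence reading.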
Rab9 prom act – qHTS Assay for Rab9 Promoter Activators; hit rate 2.8% among 320,000; AID 485297, 2010; Huh7 Rab9 promoter-luciferase reporter, luminescence, 24 h; Potency, µM (doses to about 9.22 µM), without a hit: at the top dose activation, negative = inhibition, usual class: activators; note: potency is the fitted concentration of half-maximal effect; % of control where 0% means no effect; nearly all actives have a fitted effect of over 60% in size
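Steps: seed 1500 Huh7 Rab9-luc cells per well, rest 2 h at 37 °C; add compound in DMSO; incubate 24 h; add luciferase reagent, 10 min ambient; read luminescence.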
Active calls of the source: *; u = inconclusive; x = not tested or not shown; & = joins results of further samples. Unless noted, calls come from the whole dose curve; as a rule, active = well fitted curve in the direction sought with a large enough effect; inconclusive = small, poorly fitted or top-dose-only effect, or another doubt; inactive = no such curve, though single readings can be large; an effect the other way counts as inactive or inconclusive.

1: Cc1nnc(SC(C)C(=O)Nc2ccc(S(=O)(=O)N3CCCCC3)cc2)s1 (centres undefined)
2: Cc1ccc(-n2c(SCC(=O)Nc3ccc4c5c(cccc35)CC4)nc(O)c(C)c2=O)cc1
3: COc1cccc(C(=O)N/N=C/c2ccc(OC)c(COc3ccccc3C(N)=O)c2)c1
4: CCN(Cc1cc(=O)n2ccsc2n1)Cc1nc2cc(OC)c(OC)cc2c(=O)[nH]1
5: COc1ccc2nc(SCC(=O)N3CCCCC3)c(C#N)cc2c1
6: C/C(=N/NC(=O)c1cccc(Br)c1)C1CC2CCC1C2 (centres undefined)
7: COC(=O)[C@@]12CCCCN1[C@H](c1ccc(-c3ccc(Cl)c(Cl)c3)c(OC)c1)[C@H]1C(=O)N(C)C(=O)[C@H]12
8: C#CCn1c(S(=O)(=O)Cc2ccc(C)cc2)nc(-c2ccccc2)c1-c1ccccc1

compound no.	1	2	3	4	5	6	7	8
TRPV1 agonist	0.1	0.5	28.6	-2.6	4.7	6.0	x	20.4
Gal4-VP16 FLuc	2.6%	1.4%	30.0%	-1.1%	0.1%	23.8%	x	-7.0%
Tb PFK inh	-6.9%	6.4%	12.0%	20.5%	-3.1%	-2.6%	2.8%	0.5%
NPC1 promoter act	-2.2%	1.2%	19.3%	-3.6%	-2.2%	-2.8%	x	-5.1%
ELG1 repair inh	u	12.9%	26.9%	-11.1%	-2.0%	14.0%	-27.7%	21.8%
p53 reactivation	-5.7%	-6.1%	9.0%	-2.3%	-4.1%	10.1%	1.7%	1.4%
FLuc modulator	1.2%	-2.3%	u	4.2%	-1.6%	u	x	3.5%
BRCA1 expr act	-16.9%	-8.6%	-33.4%	-15.5%	90.4%	0.0%	-5.8%	-54.9%&4.6%
ELG1 genotoxic	-9.4%	-5.2%	u	1.4%	0.7%	4.6%	0.1%	-11.3%&-6.3%
RORgamma inh	9.7%	u	u	-42.4%	1.4%	-42.7%	x	-10.8%
Rab9 prom act	-3.8%	-1.2%	23.1%	-9.2%	-2.7%	0.2%	x	0.4%

9: CC(C)CCNC(=O)CN(C(=O)CCC(=O)Nc1nccs1)c1ccc2c(c1)OCCO2
10: Cc1cccc(N2CCN(C(=O)c3nn(C)c4c3CS(=O)(=O)c3ccccc3-4)CC2C)c1 (centres undefined)
11: COC(=O)c1cc(C(=O)OC)cc(-n2c(C)cc(C(=O)COC(=O)CNS(=O)(=O)c3ccc(C)cc3)c2C)c1
12: O=C(/C=C/c1ccccc1)c1ccccn1
13: COc1ccc(C(=O)O)c(OC)n1
14: Cc1ccc(NC(=O)C(=O)NC2CCCCC2)cc1
15: CCOc1ccccc1CNC(=O)C1CCN(c2nn3c(=O)cc(C)nc3s2)CC1
16: Cc1ccc(-c2nnc(SCC(=O)Nc3cccnc3Cl)n2N)cc1

compound no.	9	10	11	12	13	14	15	16
TRPV1 agonist	1.0	1.1	-0.1	u	1.5	0.3	-1.0	x
Gal4-VP16 FLuc	-5.9%	-2.3%	u	u	u	12.7%	-1.8%	x
Tb PFK inh	-2.2%	-0.2%	-1.8%	-5.9%	-3.4%	0.2%	-10.6%	0.6%
NPC1 promoter act	1.4%	-0.1%	0.0%	u	12.0%	1.58µM*	-0.1%	x
ELG1 repair inh	u	u	u	u	u	u	6.3%	0.0%
p53 reactivation	22.4%	-7.2%	0.6%	-2.1%	-6.1%	u	1.7%	3.7%
FLuc modulator	u	4.6%&-19.3%	2.2%	1.35µM*	-2.1%	u	1.5%	x
BRCA1 expr act	-26.4%	-1.7%	-9.8%	9.7%	6.0%	1.26µM*	0.0%	-4.0%
ELG1 genotoxic	20.6µM*	-9.4%	0.7%	19.0%	-8.3%	u	0.7%	2.3%
RORgamma inh	-0.7%	15.3%	-30.6%	-35.6%	u	-38.7%	9.4%	x
Rab9 prom act	2.5%	-0.2%	-0.6%	u	-27.3%	1.12µM*	-6.3%	x

Three entries out of the list above, arranged by the value under p53 reactivation, falling.
| cpd | compound | TRPV1 agonist | Tb PFK inh | NPC1 promoter act | p53 reactivation | RORgamma inh |
| --- | --- | --- | --- | --- | --- | --- |
| 3 | COc1cccc(C(=O)N/N=C/c2ccc(OC)c(COc3ccccc3C(N)=O)c2)c1 | 28.6 | 12.0% | 19.3% | 9.0% | u |
| 16 | Cc1ccc(-c2nnc(SCC(=O)Nc3cccnc3Cl)n2N)cc1 | x | 0.6% | x | 3.7% | x |
| 4 | CCN(Cc1cc(=O)n2ccsc2n1)Cc1nc2cc(OC)c(OC)cc2c(=O)[nH]1 | -2.6 | 20.5% | -3.6% | -2.3% | -42.4% |

Some entries already given, limited to Rab9 prom act.
cpd	SMILES	Rab9 prom act
9	CC(C)CCNC(=O)CN(C(=O)CCC(=O)Nc1nccs1)c1ccc2c(c1)OCCO2	2.5%
10	Cc1cccc(N2CCN(C(=O)c3nn(C)c4c3CS(=O)(=O)c3ccccc3-4)CC2C)c1 (centres undefined)	-0.2%
11	COC(=O)c1cc(C(=O)OC)cc(-n2c(C)cc(C(=O)COC(=O)CNS(=O)(=O)c3ccc(C)cc3)c2C)c1	-0.6%
12	O=C(/C=C/c1ccccc1)c1ccccn1	u

Carrying on:
17: CCOC(=O)c1cnc(Nc2ccccc2)nc1C(F)(F)F
18: CCC(CC)NC(=O)COC(=O)c1ccc2c(c1)C(=O)N(Cc1ccco1)C2=O
19: O=C(Oc1ccc(=O)n(-c2ccccc2)n1)c1ccccc1
20: O=C1CCCCC1Oc1ccc2ccc(=O)oc2c1 (centres undefined)

compound no.	17	18	19	20
TRPV1 agonist	26.8	-1.9	9.0	-2.6
Gal4-VP16 FLuc	-3.0%	6.9%	-7.9%	1.4%
Tb PFK inh	-1.3%	-2.9%	-8.1%	1.6%
NPC1 promoter act	24.7%	-7.1%	-7.4%	-4.2%
ELG1 repair inh	u	11.9%	-2.0%	0.0%
p53 reactivation	8.9%	4.0%	-0.2%	-0.1%
FLuc modulator	23.9µM*	0.7%	2.7%	-1.2%
BRCA1 expr act	77.2%	9.0%	-6.1%	31.8%
ELG1 genotoxic	19.2%	1.4%	1.9%	5.3%
RORgamma inh	-4.7%	3.4%	-10.1%	-7.3%
Rab9 prom act	16.9%	2.1%	0.5%	4.4%
